Screening results deposited in PubChem by National Center for Advancing Translational Sciences (NCATS).
MmCpn inh: Inhibitors of TCP-1 ring complex (TRiC) of Methanococcus maripaludis (MmCpn): qHTS; AID 504842, 2011; Potency, µM (doses to about 76.9 µM), without a hit: at the highest dose activity, negative = inhibition, hits mostly inhibitors; Chaperonin Mm-Cpn (Methanococcus maripaludis); actives 0.031% (n = 330,000); purified Mm-Cpn ATPase, ADP Transcreener TR-FRET; further: potency means the concentration at half of the fitted maximal effect; on the % scale 0 is the no-effect control and ±100 the full control effect; nearly all actives have a fitted effect of over 80% in size
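ATPase read-out: TR-FRET ADP immunoassay (anti-ADP Eu cryptate vs ADP-d2), ex 320 nm, em 590/665 nm; signal drops as ADP forms. Enzyme 25 nM, ATP 10 uM, 30 min at 37°C after 10 min compound preincubation.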
EPAC1 antagonist: qHTS for Antagonist of cAMP-regulated guanine nucleotide exchange factor 3 (EPAC1): primary screen; Potency, µM (titrated, usually from 115 µM), for the others: at the highest dose activity change, negative = inhibition, hits mostly inhibitors; AID 720709, 2013; Rap guanine nucleotide exchange factor 3 (Homo sapiens), O95398; actives 0.14% (n = 360,000); EPAC1 GEF assay, Rap1b-BODIPY-GDP exchange fluorescence;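 further: potency means the concentration at half of the fitted maximal effect; plate controls were vehicle for no effect and positive control for full effect; nearly all actives have a fitted effect of over 50% in size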
EPAC2 antag: qHTS for Antagonist of cAMP-regulated guanine nucleotide exchange factor 2 (EPAC2): primary screen. Rap guanine nucleotide exchange factor 4 (Homo sapiens), Q8WZA2. EPAC2 GEF exchange of Rap1B-BODIPY-GDP, fluorescence. Potency, µM (series often up to 114 µM), without a hit: at the top dose activity, negative = inhibition, hits mostly inhibitors. actives 0.18% (n = 360,000). AID 720708, 2013; further: potency means the concentration at half of the fitted maximal effect; on the % scale 0 is the no-effect control and ±100 the full control effect; nearly all actives have a fitted effect of over 45% in size; many of its hits are not listed in these tables
CCT modulator: High-Throughput Screening for Modulators of Cytosolic Chaperonin Activity; purified chaperonin ATPase assay, HTRF ADP detection, 30 min; activity change, % (no concentration beside the values), hits read low; actives 0.3% (n = 360,000); in the data active means activity change below about -30%; further: on the % scale 0 is the no-effect control and ±100 the full control effect
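We incubate TRiC, 40 or 20 nM final, with library compounds at 76 uM and 10 uM ATP for 30 min at 37 °C. ADP formed is detected with Transcreener HTRF reagents after 30 min at room temperature.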
WRN helicase inh: qHTS for Inhibitors of WRN Helicase. Bifunctional 3'-5' exonuclease/ATP-dependent helicase WRN (Homo sapiens), Q14191. WRN helicase unwinding, fluorescent forked duplex, kinetic. Potency, µM (series often up to 114 µM), for the others: at the highest dose activity change, negative = inhibition, most hits filed as inhibitors. actives 0.46% (n = 360,000); further: potency means the concentration at half of the fitted maximal effect; on the % scale 0 is the no-effect control and ±100 the full control effect; nearly all actives have a fitted effect of over 55% in size
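Fluorescence dequenching readout, ex 525 nm/em 598 nm, kinetic mode: forked duplex DNA (100 nM final) with adjacent fluorophore and quencher unwound by WRN (20 nM final) with 2 mM ATP. Compound preincubation 15 min, room temperature.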
EPAC1 ag: qHTS for Agonist of cAMP-regulated guanine nucleotide exchange factor 3 (EPAC1): primary screen; EPAC1 agonist qHTS, biochemical assay; response scale: 100% = response to 6.5 mM cAMP; actives 0.073% (n = 360,000); Rap guanine nucleotide exchange factor 3 (Homo sapiens), O95398; Potency, µM (titrated, usually from 154 µM), inactives show top-dose activation, usual class: activators; further: potency means the concentration at half of the fitted maximal effect; nearly all actives have a fitted effect of over 60% in size
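Compounds were pinned as a concentration titration into mixtures of EPAC1 (100 nM), BODIPY-GDP-loaded Rap1B (250 nM) and GDP (50 uM). After 5 min at room temperature, fluorescence was followed for 30 min; activity was scaled to 6.5 mM cAMP.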
PLK1 PBD inh: qHTS for Inhibitors of PLK1-PDB (polo-like kinase 1 - polo-box domain): Primary Screen. Plk1 PBD binding of FITC phosphopeptide, fluorescence polarization. Potency, µM, inactives show max response, negative = inhibition, hits mostly inhibitors. actives 2.8% (n = 360,000). Serine/threonine-protein kinase PLK1 (Homo sapiens), P53350. AID 720504, 2013; further: potency means the concentration at half of the fitted maximal effect; series mostly up to about 57 µM; on the % scale 0 is the no-effect control and ±100 the full control effect; nearly all actives have a fitted effect of over 65% in size
Target sequence (P53350 whole entry, looked up, the tested form may be a part): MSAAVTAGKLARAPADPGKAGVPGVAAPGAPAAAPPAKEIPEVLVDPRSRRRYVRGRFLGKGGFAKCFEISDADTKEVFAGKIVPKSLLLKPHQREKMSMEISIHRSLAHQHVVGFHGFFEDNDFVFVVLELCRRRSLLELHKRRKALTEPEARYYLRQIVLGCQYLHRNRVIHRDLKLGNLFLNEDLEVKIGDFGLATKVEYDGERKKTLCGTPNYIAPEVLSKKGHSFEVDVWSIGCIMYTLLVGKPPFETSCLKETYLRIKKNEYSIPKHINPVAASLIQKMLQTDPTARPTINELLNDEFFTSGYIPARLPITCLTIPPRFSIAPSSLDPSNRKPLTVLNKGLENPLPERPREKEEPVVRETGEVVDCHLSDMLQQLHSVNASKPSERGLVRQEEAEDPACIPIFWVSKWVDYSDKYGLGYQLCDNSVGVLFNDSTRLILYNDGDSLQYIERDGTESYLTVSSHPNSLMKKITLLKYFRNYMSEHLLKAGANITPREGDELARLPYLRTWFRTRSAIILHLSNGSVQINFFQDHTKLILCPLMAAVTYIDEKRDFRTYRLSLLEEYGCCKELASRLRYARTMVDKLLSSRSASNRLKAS
PI5P4Ka inh: qHTS for Inhibitors of phosphatidylinositol 5-phosphate 4-kinase (PI5P4K) | max response, % | Phosphatidylinositol 5-phosphate 4-kinase type-2 alpha (Homo sapiens), P48426 | actives 1.2% (n = 330,000) | PI5P4Kalpha enzyme, ADP-Glo luminescence, 60 min; hits give low values; active means max response of -50% or lower; inconclusive means between -30% and -50%; inactive means -30% or higher; further: value at the top dose of about 77 µM; on the % scale 0 is the no-effect control and ±100 the full control effect
Target sequence (P48426 whole entry, looked up): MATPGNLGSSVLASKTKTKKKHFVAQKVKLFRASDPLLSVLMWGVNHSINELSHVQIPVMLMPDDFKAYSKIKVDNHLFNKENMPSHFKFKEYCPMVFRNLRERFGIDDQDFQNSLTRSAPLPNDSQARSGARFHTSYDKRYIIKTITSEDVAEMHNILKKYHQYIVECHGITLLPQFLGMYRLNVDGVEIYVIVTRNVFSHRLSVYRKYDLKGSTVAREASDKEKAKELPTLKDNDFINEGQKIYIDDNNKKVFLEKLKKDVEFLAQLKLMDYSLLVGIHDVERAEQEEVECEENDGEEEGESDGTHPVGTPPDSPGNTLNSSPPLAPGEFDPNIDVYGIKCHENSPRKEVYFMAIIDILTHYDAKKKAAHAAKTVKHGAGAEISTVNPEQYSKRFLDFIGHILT
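Controls without substrate or without enzyme flank wells where PI5P4Kalpha converts substrate using 5 microM ATP (final). Incubation lasts 60 minutes at room temperature; ADP formed is read by ADP-Glo luminescence.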
Numbers without * were called inactive; ? = inconclusive; . = not tested or not shown; [ ] = remark or other dose. Unless noted, the call rests on the fitted dose curve; in most records, active means well fitted curve in the direction sought with a large enough effect; inconclusive means small, poorly fitted or top-dose-only effect, or another doubt; inactive means no such curve, though single readings can be large; an effect the other way counts as inactive or inconclusive. This is a subset (hit frequency here may not be typical).

SMILES | MmCpn inh | EPAC1 antagonist | EPAC2 antag | CCT modulator | WRN helicase inh | EPAC1 ag | PLK1 PBD inh | PI5P4Ka inh
CC1(C(=O)Nc2cccc(OC(F)(F)F)c2)Cc2c(-c3ccc(C(N)=O)cc3)ccnc2O1 (centres undefined) | . | -15% | -10% | 0.7 | -2% | -10% | 7% | -2
Cc1cccc(Oc2cc(N)cc([N+](=O)[O-])c2)c1 | 1% | -12% | -16% | -0.3 | -16% | 10% | -1% | -2
COc1ccc(OCc2n[nH]c(=S)n2-c2ccc(C)cc2)cc1 | 3% | -19% | 0% | -1.5 | 3% | 4% | 3% | -5
Cc1ccc(N(CC(O)Cn2nc(C)cc2C)S(=O)(=O)c2ccc3ccccc3c2)cc1 (centres undefined) | 0% | -23% | 2% | -1.6 | -4% | -6% | 3% | -6
CCc1nc2ccc(C(=O)N3CCN(C(=O)c4ccco4)CC3)cn2c1N(C)C(=O)Nc1ccccc1OC | . | -10% | 8% | 0.1 | 3%[57.1 µM] | -10% | -6% | 0
CC(C)CC(CO)N1CCN(C(=O)c2ccc(Cl)cc2Cl)CCC1=O (centres undefined) | 1% | -7% | 1% | -1.9 | -9% | -5% | -4% | -26
Cc1ccccc1C(=O)Nc1cccc(C#N)c1 | -3% | 10% | 10% | 4.1 | -15% | 0% | -2% | .
C=CCOC(=O)C1=C(C)NC(=O)NC1c1cc2c(cc1Br)OCO2 (centres undefined) | 1% | -18% | -26% | -2.6 | 5% | 7% | -5% | -2
CCOC(=O)c1cnn(-c2cccc(Cl)c2)c1N | -6% | -2% | 3% | -0.7 | -8% | 2% | -2% | 2
N#C/C(=C/c1cccs1)c1nc2ccccc2[nH]1 | -4% | -7% | 12% | -2.0 | -11%[57.1 µM] | -50%[inhibitor] | 12% | 1
COc1ccc2c(c1)C(=O)N(c1ccccc1OC)C(=O)C2(C)C | 0% | 13% | 5% | 1.4 | 0% | 5% | 1% | .
CC(=O)c1coc2ccc(OCC(=O)O)cc12 | -6% | 8% | 6% | 1.2 | -1% | -3% | 0% | .
CC(C)(C)c1ccc(OCCC(=O)OCC(=O)Nc2ccc(N3CCOCC3)cc2)cc1 | 2% | -17% | -2% | 3.4 | -7% | 71µM* | 0% | 1
O=[N+]([O-])c1cn(Cc2ccc(Cl)cc2)cn1 | 1% | 10% | -6% | -0.1 | -2% | 3% | -4% | 0
O=C(NS(=O)(=O)c1ccccc1)c1ccccc1 | 0% | 1% | 1% | 0.9 | 0% | 4% | -3% | 2
O=C(NCC(c1ccco1)N1CCCC1)c1cccc(S(=O)(=O)N2CCOCC2)c1 (centres undefined) | -1% | 7% | 4% | 1.4 | -5% | 8% | 5% | -1
CC1(C)N=C(N)NC(Nc2ccccc2)=N1 | 2% | -10% | 2% | -0.6 | 9% | 4% | -4% | .
Cc1ccc(OCc2ccc(-c3ccccc3)cc2)c([N+](=O)[O-])n1 | -2% | ? | -3% | -0.8 | -23% | 12% | -7% | 14
CC1=Nc2cc(C(=O)NCCCOC(C)C)ccc2Sc2ccc(C)cc21 | 0% | 15% | -9% | 0.7 | 3% | 0% | 4% | 4
CC1Cc2ccccc2N1C(=O)c1cnc2n(c1=O)CCS2 (centres undefined) | 0% | 6% | 0% | -0.6 | -2% | -2% | -24% | 4
CCOC(=O)C1=C(C)C(c2ccccc2OC)NC(=O)N1 (centres undefined) | . | 16% | 19% | 2.7 | 10% | -1% | ? | -6
Cc1cc(Br)cn2c(Cc3cccc(F)c3)c(-c3ccc(C#N)cc3)nc12 | . | -1% | 22% | -0.3 | 2% | -3% | 4% | 1
CCOc1ccccc1Nc1nnc(SC(C)C(=O)Nc2nc(-c3ccccc3)cs2)s1 (centres undefined) | -4% | -5% | 7% | 2.0 | -3% | -1% | -4% | 8
CC(=O)Nc1ccc(S(=O)(=O)N2CCN(CCCOc3cc(C)ccc3C)CC2)cc1 | 0% | -11% | -10% | -0.5 | -7% | 3% | -2% | .
COCC(C)N=C1NN=C(c2cc(C)n(Cc3ccccc3Cl)c2C)CS1 (centres undefined) | 1% | -9% | -19% | -1.3 | 4% | 1% | -1% | -5
CS(=O)(=O)N1CCN(c2ccccc2NC(=O)c2cccc3ccccc23)CC1 | -1% | 5% | -7% | 0.4 | 4%[57.1 µM] | -3% | -6% | -4
Cc1cccc2[nH]c(CCNC(=O)C3CCC(=O)N(CCc4cccc(F)c4)C3)nc12 (centres undefined) | -2% | -16% | 2% | -2.7 | -3% | -4% | -9% | 11
CCOC(=O)c1ccc(NC(=O)Cn2nnc3ccccc32)cc1 | 1% | -7% | 1% | 1.5 | -2% | -1% | -4% | -9
CC1(C)Cc2cccc(OCC(=O)Nc3ccccc3C(F)(F)F)c2O1 | -4% | 0% | -27% | -1.5 | -6% | 2% | -9% | 3
O=S(=O)(c1ccc(F)cc1)N1CCN(c2ccccc2)CC1 | 2% | -23% | 0% | -4.3 | -2% | 8% | -8% | 0
CC(C)Cn1c(N)c(C(=O)COC(=O)Cc2cccc(C(F)(F)F)c2)c(=O)n(C)c1=O | -2% | -10% | -3% | 0.9 | -8% | 3% | 1% | 11
COc1ccc(O)c(C(=O)c2cnn(C(=O)c3cccc(S(=O)(=O)N4CCOCC4)c3)c2)c1 | 2% | -2% | 1% | 0.4 | 1% | 8% | -4% | 7
COc1ccc(/C=N/n2c(SC)nnc(C(C)(C)C)c2=O)cc1 | 0% | 5% | -16% | 0.5 | -1% | 10% | 3% | 3
CCCC1(C(=O)OC)NC(c2cc(OC)c(OC)c(OC)c2)C2C(=O)N(CC)C(=O)C21 (centres undefined) | 0% | -6% | -2% | 0.4 | -5% | -5% | -3% | -3
CCCN(CC(=O)Nc1ccc(C(N)=O)cc1)CC(=O)Nc1ccccc1C | -1% | 0% | -1% | 1.0 | 7% | -14% | 0% | 1
Cc1cc(=O)oc2cc(NC(=O)C3CC(=O)N(Cc4ccccc4)C3)ccc12 (centres undefined) | -2% | 1% | -3% | -0.8 | -20% | 7% | -7% | -6
Cc1ccc(CN2CCN(/N=C/c3cc(Br)cc(Br)c3O)CC2)c(C)c1 | -4% | 11% | 19% | -1.2 | -22% | 4% | -9% | 0
OC(CSc1nnnn1-c1ccccc1)Cn1c2ccccc2c2ccccc21 (centres undefined) | . | 1% | 12% | -2.9 | -1% | -7% | -11% | 21
CN1CCN(S(=O)(=O)c2ccc(Oc3ccc(F)c(Cl)c3)nc2)CC1 | 0% | -6% | -12% | 1.8 | -3% | 8% | -1% | 8
Cc1ccc(C)c(C(=O)CN2C(=O)NC3(CCCCCC3)C2=O)c1 | -4% | -2% | -7% | -3.0 | 6% | -6% | -6% | 0
COc1cc(C(=O)NCc2cccnc2)ccc1OCC(=O)Nc1cccc(C(F)(F)F)c1 | 1% | -22% | -2% | -0.3 | -13% | -6% | -3% | 6
C=CCOc1ccccc1CN1CCC(Oc2ccc(C(=O)N3CCCCC3)cc2)CC1 | -2% | 12% | 8% | 1.5 | -14% | -3% | -1% | -3
Cc1ccccc1NC(=S)NC(=O)C1CCCCC1 | -2% | 10% | 8% | 0.1 | 1% | 1% | -6% | -4
C[C@]12CCC(=O)C=C1CCC1C2CC[C@@]2(C)C1CCC21OCCO1 (some centres undefined) | -1% | 32%[activator] | -17% | -0.5 | -4% | 7% | 2% | 1
CCc1cc2c3c(c1)C1(C(=O)N3C(C)(C)CC2C)C(C#N)=C(N)N2C(=C1C#N)Nc1ccccc12 (centres undefined) | 0% | -17% | -11% | -1.0 | -10% | 14% | -9% | -23
COc1ccc(-c2csc(C(O)(c3ccccc3)C(F)(F)F)n2)cn1 (centres undefined) | . | -25% | -24% | -2.6 | -3% | -3% | -8% | 21
CCOC(=O)N1CCN(C(=O)CNC(=O)c2nn(-c3ccc(OC)c(OC)c3)c(=O)c3ccccc23)CC1 | -5% | 10% | 0% | -1.2 | -5% | -2% | -4% | 0
Cn1c(=O)[nH]c(=O)c2c1ncn2CCN1CCCCC1 | 0% | -5% | 0% | -0.6 | 3% | -1% | 0% | -5
CCOc1cc(N2CCOCC2)c(OCC)cc1NC(=O)c1c(-c2ccccc2)noc1C | -1% | -5% | -10% | 0.1 | -8% | 4% | -1% | -3
COc1ccc(NC(=O)C2CCN(C(=O)c3cccs3)CC2)cc1 | 2% | 3% | 2% | -1.4 | 8% | 8% | ? | 3
O=C(Cn1nnc(-c2ccc(Cl)cc2)n1)NC1CCN(Cc2ccccc2)CC1 | 0% | 6% | -2% | 1.2 | -6% | 4% | -2% | -2
CSc1nnc(CNC(=O)C23CC4CC(CC(C4)C2)C3)n1Cc1ccccc1 | -1% | 7% | 1% | -2.3 | 1% | 4% | -12% | ?

5 entries picked at random from the list so far:
SMILES | MmCpn inh | EPAC1 antagonist | EPAC2 antag | CCT modulator | WRN helicase inh | EPAC1 ag | PLK1 PBD inh | PI5P4Ka inh
O=[N+]([O-])c1cn(Cc2ccc(Cl)cc2)cn1 | 1% | 10% | -6% | -0.1 | -2% | 3% | -4% | 0
CCc1nc2ccc(C(=O)N3CCN(C(=O)c4ccco4)CC3)cn2c1N(C)C(=O)Nc1ccccc1OC | . | -10% | 8% | 0.1 | 3%[57.1 µM] | -10% | -6% | 0
C=CCOC(=O)C1=C(C)NC(=O)NC1c1cc2c(cc1Br)OCO2 (centres undefined) | 1% | -18% | -26% | -2.6 | 5% | 7% | -5% | -2
COc1ccc(OCc2n[nH]c(=S)n2-c2ccc(C)cc2)cc1 | 3% | -19% | 0% | -1.5 | 3% | 4% | 3% | -5
Cc1ccccc1C(=O)Nc1cccc(C#N)c1 | -3% | 10% | 10% | 4.1 | -15% | 0% | -2% | .
